Compound activity from PubChem.
LRH-1 inv ag = suppresses constitutive activity of human LRH-1; AID 602396; O00482; HEK293T StAR-luciferase reporter, LRH-1 transfected, 24 h; actives 0.13% (n = 360,000); inhibition, % at 3.6 µM;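 active = inhibition above the mean inhibition of all tested compounds plus 3 SD, cut at about 73% in these data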;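 also: 0% = DMSO wells and 100% = reporter-only cells lacking LRH-1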
TWEAK Fn14 block = blocks TWEAK-Fn14 interaction in a reporter cell assay; TWEAK-stimulated Fn14 reporter cells, luciferase luminescence, 8 h; actives 2% (n = 360,000); inhibition, % at 10 µM; in the data active = inhibition above about 50%
NR2F2 inh = NR2F2 (human) inhibition, primary screen | actives 0.7% (n = 370,000) | P24468 | HEK293T NGFI-A luciferase reporter, luminescence | inhibition, % at 8.6 µM;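 active = inhibition above a per-plate cutoff, mean inhibition of test wells between control levels plus 3 SD, cut at about 38% in these data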;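 also: cells cotransfected with COUP-TFII expression vector driving the NGFI-A reporter; 0% = median of COUP-TF2 test wells and 100% = reporter-only cells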
ABHD5-PLIN5 inh = inhibitors of human ABHD5-perilipin-5 interaction; actives 0.78% (n = 360,000); AID 602281; inhibition, % at 4 µM; Split G. princeps luciferase complementation, luminescence, 4 h; Q00G26+Q8WTS1;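 active = inhibition above the mean inhibition across every tested compound plus 3 SD, cut at about 22% in these data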;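 also: 0% = DMSO only wells and the 100% control is not disclosed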
Target sequence (Q00G26 whole entry, looked up): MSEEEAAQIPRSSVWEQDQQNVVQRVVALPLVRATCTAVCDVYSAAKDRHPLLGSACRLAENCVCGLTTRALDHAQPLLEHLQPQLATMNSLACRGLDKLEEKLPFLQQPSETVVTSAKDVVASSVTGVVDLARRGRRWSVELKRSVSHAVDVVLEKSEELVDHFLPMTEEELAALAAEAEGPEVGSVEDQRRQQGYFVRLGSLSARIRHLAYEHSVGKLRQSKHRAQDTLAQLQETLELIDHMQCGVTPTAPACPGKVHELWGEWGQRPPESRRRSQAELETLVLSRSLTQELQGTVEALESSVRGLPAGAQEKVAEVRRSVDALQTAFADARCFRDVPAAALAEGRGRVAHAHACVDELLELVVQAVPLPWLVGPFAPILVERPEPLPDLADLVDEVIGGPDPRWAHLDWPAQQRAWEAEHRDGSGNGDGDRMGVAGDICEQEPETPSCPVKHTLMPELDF
Target sequence (Q8WTS1 whole entry, looked up): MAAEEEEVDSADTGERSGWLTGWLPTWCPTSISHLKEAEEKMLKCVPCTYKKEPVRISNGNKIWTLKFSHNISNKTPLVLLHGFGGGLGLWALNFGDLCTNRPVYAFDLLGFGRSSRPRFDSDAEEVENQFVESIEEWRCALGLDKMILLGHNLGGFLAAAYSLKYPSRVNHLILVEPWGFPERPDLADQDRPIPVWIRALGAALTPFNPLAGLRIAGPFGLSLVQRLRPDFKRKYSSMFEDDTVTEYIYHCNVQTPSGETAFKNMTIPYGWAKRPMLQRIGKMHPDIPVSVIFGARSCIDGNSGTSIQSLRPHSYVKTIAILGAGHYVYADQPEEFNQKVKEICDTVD
NCOA2 inhibitor = human SRC2 (NCOA2) inhibition; inhibition, % at 9 µM; actives 0.17% (n = 370,000); HEK293 GAL4-SRC2 luciferase reporter, luminescence; AID 651957; Q15596;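 active = inhibition above the mean inhibition of all tested compounds plus 3 SD, set per campaign, cut at about 52% in these data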;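 also: 0% = DMSO treated cells and 100% = cells given Gossypol at 36 µM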
Exocytosis inh = blocks lytic granule exocytosis | TALL-104 LAMP-1 surface exposure, flow cytometry; cells stimulated with thapsigargin and PMA | inhibition, % at 10 µM | actives 0.66% (n = 360,000);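 active = inhibition above about 55%, limit read from the data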
TROY signal inh = inhibitors of TROY-dependent NF-kB signaling | inhibition, % at 10 µM | Q293 LMP1-TROYcd NF-kB luciferase reporter, 4 h | actives 0.98% (n = 360,000);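 active = compounds whose plate-normalised and pattern-corrected inhibition of the luciferase reporter signal at the single screening dose is 50% or more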
NCOA3 inh = human NCOA3 inhibition | actives 0.17% (n = 360,000) | HEK293 GAL4-SRC3 luciferase reporter, luminescence | Q9Y6Q9 | inhibition, % at 3.6 µM | AID 588352;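 active = inhibition above a per-campaign cutoff, the mean of all compounds plus 3 SD, cut at about 60% in these data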;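 also: 0% = DMSO-treated cells and 100% = gossypol-treated cells at 36 µM; higher means less SRC3-driven luciferase light from the GAL4 reporter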
TLR9-MyD88 inh = TLR9-MyD88 interaction inhibition; Q9NR96+Q99836; CHO BLA complementation TLR9-MyD88, CCF4 FRET ratio; actives 0.21% (n = 340,000); inhibition, % at 4.98 µM;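 active = inhibition above the mean over all tested compounds plus 3 SD, cut at about 21% in these data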;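 also: 0% = DMSO only wells and 100% = clavulanate BLA inhibitor control wells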
SRC1 inh = human NCOA1 inhibition; HEK293 GAL4-SRC1 luciferase reporter, luminescence; Q15788; actives 0.12% (n = 360,000); AID 588354; inhibition, % at 3.6 µM;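 active = inhibition above the campaign mean plus 3 SD, with each screening campaign given its own cutoff, cut at about 60% in these data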;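 also: 0% = DMSO treated cells and 100% = gossypol at 36 µM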
NOD2-RIPK2 inh = blocks binding of human NOD2 to RIPK2; inhibition, % at 4.98 µM; actives 0.38% (n = 360,000); CHO BLA complementation NOD2-RIPK2, CCF4 ratio; in the data active = inhibition above about 21%;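 also: 0% = vehicle only and 100% = reference blocker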
Active calls of the source: *; · = no result given. Not all compounds are listed; count on the stated rates, not on these rows.

SMILES	LRH-1 inv ag	TWEAK Fn14 block	NR2F2 inh	ABHD5-PLIN5 inh	NCOA2 inhibitor	Exocytosis inh	TROY signal inh	NCOA3 inh	TLR9-MyD88 inh	SRC1 inh	NOD2-RIPK2 inh
CCN(C(=O)CSc1nnc(-c2ccco2)n1Cc1ccccc1)C1CCS(=O)(=O)C1 (stereo unspecified)	-2	2	17	10	-30	3	-23	8	4	3	-6
O=C(CCNC(=O)c1ccccc1)Nc1ccc(Cl)c(S(=O)(=O)N2CCCCC2)c1	3	-2	21	-10	11	-2	19	-20	1	3	6
Cc1ccc(C(C(=O)NCc2ccco2)N(Cc2ccco2)C(=O)CNC(=O)c2ccco2)cc1 (stereo unspecified)	14	6	-4	3	-19	-1	-8	-2	3	-3	5
O=C(N/N=C/c1ccccn1)c1cc(-c2ccc(Cl)s2)[nH]n1	3	8	3	-12	-11	10	12	6	1	-10	-3
O=C(CNC(=O)c1ccccc1F)NCCOc1cccc(Cl)c1Cl	-1	9	-15	4	4	-3	-13	24	-6	17	-12
COc1cccc(C(=O)NCC2(c3ccccc3)CCCC2)c1	13	3	22	0	0	-1	-5	-1	9	-4	-9
N#Cc1c(SCC(N)=O)nc2c(c1-c1ccc(O)cc1)CCCC2	-6	-39	0	7	-3	-1	4	5	-11	-9	-3
NC(=O)CN1N=C(c2cc(Cl)sc2Cl)CSC1=O	23	10	-13	-2	-35	2	-11	4	-7	5	-7
C=C1CC2C3CC[C@@]4(OCOC45COCO5)[C@@]3(C)C(O)CC2[C@@]2(C)CCC(=O)C=C12 (stereo partly specified)	-9	14	-19	3	-2	5	3	-1	-5	-3	10
O=C(Nc1ccc(Cl)cn1)c1cccc2c(Br)cccc12	3	2	-10	-4	-34	-8	-21	-12	-4	-18	6
O=C(N/N=C/c1ccc(O)c2ccccc12)c1cccnc1	20	12	0	6	5	10	1	-4	-2	-4	-15
Clc1cccc(OCCCn2ccnc2)c1	15	4	3	1	-32	-2	13	2	-2	15	-1
CC(C)N(C(=O)c1ccc2nc(-c3ccccc3)c(-c3ccccc3)nc2c1)C(C)C	21	5	-2	3	3	18	13	13	-5	-4	2
O=C(Nc1ccc(F)cc1)C(c1cccc(F)c1)N1CCN(Cc2c(F)cccc2Cl)CC1 (stereo unspecified)	5	·	-1	-14	-8	-11	·	·	·	·	-2
O=S(=O)(c1ccc2c(c1)CCN2)N1CCOCC1	20	3	22	1	-15	3	-5	8	-4	-8	-3
O=C(/C=C/c1ccccc1)NC(=S)NNC(=O)c1cnccn1	9	-7	-1	11	3	17	10	18	4	5	-6
Cc1cc(=O)oc2c3c(cc(OCC(=O)N[C@@H](CC(C)C)C(=O)O)c12)OC(C)(C)CC3	4	-6	-16	-5	23	-8	-5	-1	-6	-5	6
CC(C)OC(=O)CC(=O)CSc1nc2c(cc1C#N)CCCCC2	-119	7	-26	-2	-75	-3	-34	-54	-4	-82	4
COCCn1c(SCC(=O)c2ccc(F)cc2)nnc1C(C)C	-18	-21	-1	5	-17	-2	-4	19	-10	0	-3
COC(=O)[C@]12CCCCC=C1N(CCC1=CCCCC1)C(=O)[C@H](CC(=O)NCCCN1CCCC1=O)C2	-2	-1	-8	-7	13	-1	0	·	·	·	-8
Cc1cc(NC(=O)COC(=O)CCCOc2ccc(Cl)cc2C)no1	3	-6	21	-11	29	0	10	9	1	-6	-2
O=C(NC1CCCC1)C1CCC(=O)N1C1CCCCC1 (stereo unspecified)	-10	7	0	-3	-1	4	1	3	-4	6	4
COc1ccc(N2C(=O)C(CC(N)=O)N(NC(=O)CCc3ccccc3)C2=O)cc1 (stereo unspecified)	-17	4	1	-9	1	-3	0	0	-12	-31	2
O=C(CC1SCCNC1=O)Nc1ccc(Cl)cc1 (stereo unspecified)	-18	2	-32	2	-22	0	-42	-26	6	-27	1
CCOC(=O)c1sc(NC(=O)Cc2ccccc2OC)nc1C	17	5	7	-6	-10	-4	-10	-15	7	-6	-20

5 compounds from above, arranged by the value under LRH-1 inv ag, ascending.
molecule | LRH-1 inv ag
CCN(C(=O)CSc1nnc(-c2ccco2)n1Cc1ccccc1)C1CCS(=O)(=O)C1 (stereo unspecified) | -2
O=C(CNC(=O)c1ccccc1F)NCCOc1cccc(Cl)c1Cl | -1
O=C(/C=C/c1ccccc1)NC(=S)NNC(=O)c1cnccn1 | 9
CCOC(=O)c1sc(NC(=O)Cc2ccccc2OC)nc1C | 17
CC(C)N(C(=O)c1ccc2nc(-c3ccccc3)c(-c3ccccc3)nc2c1)C(C)C | 21

Given as a markdown table: part of the list above
| molecule | LRH-1 inv ag | TWEAK Fn14 block | NR2F2 inh | ABHD5-PLIN5 inh | NCOA2 inhibitor | Exocytosis inh | TROY signal inh | NCOA3 inh | TLR9-MyD88 inh | SRC1 inh | NOD2-RIPK2 inh |
| --- | --- | --- | --- | --- | --- | --- | --- | --- | --- | --- | --- |
| O=C(CC1SCCNC1=O)Nc1ccc(Cl)cc1 (stereo unspecified) | -18 | 2 | -32 | 2 | -22 | 0 | -42 | -26 | 6 | -27 | 1 |
| O=C(N/N=C/c1ccccn1)c1cc(-c2ccc(Cl)s2)[nH]n1 | 3 | 8 | 3 | -12 | -11 | 10 | 12 | 6 | 1 | -10 | -3 |
| O=C(/C=C/c1ccccc1)NC(=S)NNC(=O)c1cnccn1 | 9 | -7 | -1 | 11 | 3 | 17 | 10 | 18 | 4 | 5 | -6 |
| O=C(Nc1ccc(Cl)cn1)c1cccc2c(Br)cccc12 | 3 | 2 | -10 | -4 | -34 | -8 | -21 | -12 | -4 | -18 | 6 |
| N#Cc1c(SCC(N)=O)nc2c(c1-c1ccc(O)cc1)CCCC2 | -6 | -39 | 0 | 7 | -3 | -1 | 4 | 5 | -11 | -9 | -3 |
| O=S(=O)(c1ccc2c(c1)CCN2)N1CCOCC1 | 20 | 3 | 22 | 1 | -15 | 3 | -5 | 8 | -4 | -8 | -3 |
| CCN(C(=O)CSc1nnc(-c2ccco2)n1Cc1ccccc1)C1CCS(=O)(=O)C1 (stereo unspecified) | -2 | 2 | 17 | 10 | -30 | 3 | -23 | 8 | 4 | 3 | -6 |

The list goes on:
SMILES	LRH-1 inv ag	TWEAK Fn14 block	NR2F2 inh	ABHD5-PLIN5 inh	NCOA2 inhibitor	Exocytosis inh	TROY signal inh	NCOA3 inh	TLR9-MyD88 inh	SRC1 inh	NOD2-RIPK2 inh
O=C(c1ccc(NS(=O)(=O)c2ccc(F)cc2)cc1)N1CCCCCC1	7	2	10	-4	-21	-6	6	12	-1	-8	-2
Cc1ccc(C(=O)NC(C)C2CCCO2)o1 (stereo unspecified)	-13	-1	1	5	-18	0	-5	4	1	11	1
OC[C@@H]1CN(CCN2CCOCC2)C[C@H](n2cnc3c(NC4CCC4)ncnc32)O1	6	-31	-14	-2	22	-1	6	-4	·	0	3
CCC(C)NC(=O)CCn1c(=O)c2cccn2c2ccc(F)cc21 (stereo unspecified)	-13	4	-2	-5	-9	14	0	-11	-2	-1	-6
CC(C)(C)SCCNS(=O)(=O)c1ccccc1	-17	12	-5	0	-7	3	-2	0	-1	1	0
Cc1cc(Cl)c(S(=O)(=O)NCC2CCCO2)cc1OCC(=O)NC1CCCCC1 (stereo unspecified)	6	14	6	-6	0	-2	20	6	15	9	4
COC(=O)C[C@H]1C=C[C@H](NC(=O)Nc2ccccc2OC)[C@@H](CO)O1	2	·	-11	0	-24	-3	·	·	·	·	-22
CC1(Oc2cccnc2Cl)CCN(Cc2ccc(OC(F)(F)F)cc2)C1 (stereo unspecified)	24	-2	-5	-12	-16	1	-8	1	·	6	6
CN(CCOc1ccc(Cl)cc1)C(=O)CN1C(=O)NC2(CCCCC2)C1=O	-15	9	-7	-2	4	-1	-2	-17	-12	3	2
CCOc1ccc(NC(=O)CN2CCc3cc4c(cc3C2)OCCCO4)cc1OCC	20	-5	5	5	8	7	12	-2	-6	21	-5
COc1ccc(C)cc1NC(=O)c1cccc(C(=O)Nc2cc(C)ccc2OC)n1	-4	0	9	-1	-10	-1	13	7	-8	-6	-10
COC(=O)CC1=NN(c2ccccc2)C(=O)C1	3	-15	-8	2	-16	0	19	21	-8	-5	0
COCCN1C(=O)CCC1(C)c1nnnn1-c1ccc2c(c1)OCCO2 (stereo unspecified)	10	5	2	5	-30	-2	6	·	·	·	-5
O=C(COC(=O)c1nc(-c2ccccc2)n(-c2cccc(C(F)(F)F)c2)n1)NCc1cccs1	3	-7	-12	3	14	1	1	-19	-6	13	-7
CC(C)C[C@H]1CN(CCCC[C@H]2CNC(=O)C(=O)N2CCc2ccc(O)cc2)C(=O)C(=O)N1Cc1ccccc1	17	8	-5	2	7	-4	-15	·	·	·	-28
C#CCNC(=O)C1=C[C@@H](C)C[C@@H](OCc2ccc(CO)cc2)O1	-8	1	-6	6	-13	-4	-4	-15	9	-10	-2
CCC(C)(C)NC(=O)C(c1ccccn1)N(C(=O)c1csnn1)c1ccc(C)cc1 (stereo unspecified)	4	-2	-2	-10	-5	-4	-1	2	-8	-3	-3
CN(C(=O)CN1C(=O)S/C(=C\c2ccccc2F)C1=O)C1CCS(=O)(=O)C1 (stereo unspecified)	4	-12	-7	2	-2	0	6	8	-1	-23	5
COc1ccc(OCC(=O)N2CC3(C)CC2CC(C)(C)C3)cc1 (stereo unspecified)	-9	12	6	4	7	4	0	-3	-1	-10	-1
COCCCN(CC(=O)O)S(=O)(=O)c1cccc(Cl)c1	10	7	-16	0	-3	3	16	8	6	9	4
Cc1cc(C(=O)Nc2ccccc2C(=O)O)c(C)o1	2	-5	-14	1	-10	-7	19	11	-1	-10	-1
Cc1nn(Cc2c(F)cccc2Cl)c(C)c1NC(=O)C1CC1	-1	12	3	0	1	-6	15	7	-5	5	-12
COc1ccc(C(=O)Nc2ccc(OCc3ccccc3)cc2)cc1[N+](=O)[O-]	-3	-2	15	-3	9	2	23	0	-8	2	-6
CCN(C(=O)c1cc(OC)c(OC)c(OC)c1)C1CCCCC1	8	-14	-4	5	-4	1	-23	-3	-2	4	-8
O=C1N/C(=N\S(=O)(=O)c2ccccc2)S/C1=C\c1cc([N+](=O)[O-])ccc1O	14	2	10	-1	-11	-9	-10	-46	25*	-2	11
O=C(Nc1nccs1)c1cccnc1	-11	-7	5	-6	-14	-11	-4	3	-5	-10	-39
O=C(NCc1ccccc1)c1csc2c1CCCC2	-2	-23	14	3	1	1	-21	-3	-2	-8	-5
O=C(CN1CCN(CC(=O)Nc2ccccc2Cl)CC1)NCC1(N2CCCCC2)CCCCC1	-6	-5	15	-3	-23	1	-8	-24	0	-19	-16
COCCN1C[C@@H](CO)O[C@@H](n2cnc3c(NC4CC4)ncnc32)C1	-10	-8	-13	-5	-16	3	-1	2	·	-13	-9
